From PubChem BioAssay
GLP1R inv ag: GLP-1 receptor (human) inverse agonism. P43220. HEK293 GLP-1R CRE-luciferase, luminescence, 24 h; GLP-1R form is constitutively active. Potency, µM (top dose mostly 38.3 µM), inactives show at the highest dose activity change, negative = inhibition, usual class: inhibitors. actives 1.6% (n = 410,000); also: potency is read from the fitted curve at half-maximal effect; % is scaled to controls: 0 for no effect and ±100 for the full control effect; nearly all actives have a fitted effect of over 55% in size
Target sequence (P43220 whole entry, looked up): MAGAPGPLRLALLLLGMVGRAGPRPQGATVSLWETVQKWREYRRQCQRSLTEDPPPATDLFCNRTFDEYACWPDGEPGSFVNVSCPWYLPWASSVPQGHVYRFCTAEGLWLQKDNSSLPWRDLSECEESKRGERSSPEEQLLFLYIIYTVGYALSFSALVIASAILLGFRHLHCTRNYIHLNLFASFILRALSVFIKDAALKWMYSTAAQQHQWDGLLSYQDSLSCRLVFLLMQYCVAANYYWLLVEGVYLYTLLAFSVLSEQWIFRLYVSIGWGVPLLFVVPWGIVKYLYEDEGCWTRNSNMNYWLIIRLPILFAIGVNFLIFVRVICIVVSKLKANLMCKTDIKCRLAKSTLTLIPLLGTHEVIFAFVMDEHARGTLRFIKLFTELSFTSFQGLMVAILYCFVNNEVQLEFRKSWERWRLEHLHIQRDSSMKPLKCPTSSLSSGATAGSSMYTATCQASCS
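Inverse agonism was detected as reduced cAMP-driven luciferase luminescence after 24 h compound treatment. The cells were HEK293 clones expressing constitutively active human GLP-1R with the reporter. Reporter-only and GPR119 cell lines served as counterscreen controls.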
FUS yeast rescue: rescues growth of FUS-expressing yeast. S. cerevisiae FUS-expressing, growth rescue, OD600, 24 h. Potency, µM (doses to about 76.6 µM), inactives show top-dose growth rescue (activation), hits mostly activators. actives 0.24% (n = 390,000). AID 1347120;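 also: potency is read from the fitted curve at half-maximal effect; plate controls were DMSO vehicle for no effect and reference control for full effect; nearly all actives have a fitted effect of over 55% in size; some results filed as inactive show a strong effect at the top dose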
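Yeast expressing FUS under galactose induction, OD 0.005 in 2% galactose medium; compounds in a dilution series, 24 h at 30C. Growth rescue by absorbance at 600 nm; CP55940 positive control, DMSO negative.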
PTHR1 ag: activates the human parathyroid hormone receptor PTHR1; HEK293 GP2 PTHR1 cells, GloSensor cAMP luminescence, 1 h; Potency, µM (doses to about 115 µM), for the others: top-dose activation, actives largely listed as activators; actives 0.075% (n = 410,000); also: potency is read from the fitted curve at half-maximal effect; nearly all actives have a fitted effect of over 55% in size; some results filed as inactive show a strong effect at the top dose; inactives centre near -15; many of its hits are not listed in these tables
Target sequence (Q03431 whole entry, looked up): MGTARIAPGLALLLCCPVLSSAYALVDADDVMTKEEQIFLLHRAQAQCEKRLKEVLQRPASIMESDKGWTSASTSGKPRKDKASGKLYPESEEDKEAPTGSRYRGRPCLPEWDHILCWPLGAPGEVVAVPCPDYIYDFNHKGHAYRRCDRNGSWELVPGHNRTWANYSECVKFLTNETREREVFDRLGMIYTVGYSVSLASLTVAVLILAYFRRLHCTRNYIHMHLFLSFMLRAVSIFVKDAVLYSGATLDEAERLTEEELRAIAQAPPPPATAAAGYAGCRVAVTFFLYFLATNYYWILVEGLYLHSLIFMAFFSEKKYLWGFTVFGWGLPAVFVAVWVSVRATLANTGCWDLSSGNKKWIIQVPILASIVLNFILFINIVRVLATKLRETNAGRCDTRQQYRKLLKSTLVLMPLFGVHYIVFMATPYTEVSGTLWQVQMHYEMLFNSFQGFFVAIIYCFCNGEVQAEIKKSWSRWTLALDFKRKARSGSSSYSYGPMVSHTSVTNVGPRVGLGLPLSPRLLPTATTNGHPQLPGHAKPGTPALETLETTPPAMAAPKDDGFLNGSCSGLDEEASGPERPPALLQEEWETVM
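HEK-293-derived GP2 cells expressing PTHR1 and a GloSensor cAMP reporter, 3,000/well, plated overnight, given luciferin plus IBMX (each 0.5 mM as added) for 1 h at 37 °C, then compound for 1 h at 37 °C. Luminescence was read after 15 min at room temperature.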
TDP43 rescue: rescues yeast growth from TDP-43 toxicity; TDP-43 expressing yeast growth rescue, BacTiter-Glo, 24 h; Potency, µM (top dose mostly 46.1 µM), inactives show top-dose growth rescue (activation), most hits filed as activators; actives 1.8% (n = 410,000); also: potency is read from the fitted curve at half-maximal effect; % of control where 0% means no effect; nearly all actives have a fitted effect of over 50% in size
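Galactose-induced TDP-43 yeast, OD600=0.02, compound pinned; 24 hr, 30 deg C; BacTiter-Glo luminescence for growth. Inhibitors of TDP-43 toxicity read as activators.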
Mm-Cpn inhibitor: M. maripaludis TRiC chaperonin inhibition. Potency, µM (series often up to 76.9 µM), without a hit: at the highest dose activity, negative = inhibition, actives largely listed as inhibitors. purified Mm-Cpn ATPase, ADP Transcreener TR-FRET. actives 0.031% (n = 330,000); also: potency is read from the fitted curve at half-maximal effect; % is scaled to controls: 0 for no effect and ±100 for the full control effect; nearly all actives have a fitted effect of over 80% in size
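Compound-treated chaperonin, 25 nM final, turns over 10 uM ATP at 37°C for 30 min following a 10 min preincubation; ADP generated competes with ADP-d2 for Eu-cryptate antibody, lowering FRET.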
GLP1R cytotox: cytotoxicity in counter-screen for GLP-1R inverse agonists. actives 0.13% (n = 410,000). Potency, µM (titrated, usually from 38.3 µM), without a hit: top-dose activity change, negative = inhibition, hits mostly inhibitors. HEK293 cAMP-luciferase reporter cells, luminescence, 24 h;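 also: loss of luciferase light is scored as toxicity; potency is read from the fitted curve at half-maximal effect; % is scaled to controls: 0 for no effect and ±100 for the full control effect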
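Cells in DMEM/10% Nu serum/1% pen-strep, 1536-well format. Pre-incubated 12 h, dosed with 23 nL compound, incubated a further 24 h. Luciferase detection, 12 min at room temp, luminescence.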
Abeta yeast res: compounds reversing amyloid beta toxicity in yeast; yeast expressing A-beta42, growth rescue, OD600, 48 h; response scale: 0% DMSO, 100% iron-clioquinol control; Potency, µM (titrated, usually from 46.1 µM), inactives show at the highest dose growth rescue, hits mostly activators; actives 0.063% (n = 410,000); also: potency is read from the fitted curve at half-maximal effect; nearly all actives have a fitted effect of over 55% in size
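Yeast growth medium received pinned compounds, then yeast cells expressing toxic A-beta were added; plates incubated at 30 C for 48 hr. Growth read as absorbance at 600 nm, normalized to DMSO and equimolar FeCl3 plus clioquinol controls.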
Akt phos inh: Akt phosphorylation inhibition. activity change, % for hits at 50 µM. Neuro2A IGF-stimulated pAkt S473 HTRF, 20 min; hits give low values. AID 651550. actives 0.32% (n = 360,000); in the data active = activity change below about -80%; inconclusive = mostly about -51% to -80%; also: % is scaled to controls: 0 for no effect and ±100 for the full control effect
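Single-point screen (50 µM final compound) in Neuro2A cells stimulated 20 min with 6 nM IGF at 37 deg C. After lysis, Ser473-phosphorylated Akt read by HTRF (ex 330 nm, em 615/665 nm) as the 665/615 ratio.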
aSyn yeast inh: rescues yeast growth from alpha-synuclein toxicity | Yeast expressing alpha-synuclein, growth rescue, BacTiter-Glo, 24 h | AID 652106 | Potency, µM (titrated, usually from 46.1 µM), for the others: at the top dose growth rescue (activation), actives largely listed as activators | actives 0.14% (n = 370,000); also: potency is read from the fitted curve at half-maximal effect; % of control where 0% means no effect; nearly all actives have a fitted effect of over 65% in size
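Readout is rescue of growth in alpha-synuclein-expressing yeast, so inhibitors of toxicity appear as activators. Growth after 24 hr at 30 deg C in galactose medium is quantified by luminescence.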
Active calls of the source: *; i = inactive; ? = inconclusive; · = not tested or not shown; [ ] = remark or other dose. Unless noted, calls follow the shape of the dose curve; as a rule, active = well fitted curve in the direction sought with a large enough effect; inconclusive = small, poorly fitted or top-dose-only effect, or another doubt; inactive = no such curve, though single readings can be large; an effect the other way counts as inactive or inconclusive. This is a subset. The share of hits here may be higher or lower than overall.

Results follow in this order: GLP1R inv ag	FUS yeast rescue	PTHR1 ag	TDP43 rescue	Mm-Cpn inhibitor	GLP1R cytotox	Abeta yeast res	Akt phos inh	aSyn yeast inh
> Cc1cc2cc(CN(Cc3cccs3)Cc3nnnn3CC3CCCO3)c(=O)[nH]c2cc1C (configuration not stated)
    6.5%	43.5%	-1.9%[57.5 µM]	-20.4%	-2.6%	-23.6%	0.2%	i	3.8%
> COc1ccc(C(O)c2nc(-c3cnc4ccccc4c3)cs2)cc1 (configuration not stated)
    20.2%	-10.9%	-13.9%	17.9%	·	3.1%	-2.3%	i	?
> Cn1nnc(C(O)CNCc2ccc(Cl)cc2)n1 (configuration not stated)
    6.6%	-6.2%	24.4%	-23.0%	2.0%	7.2%	-21.7%	i	-4.8%
> O=C(CCNS(=O)(=O)c1ccccc1)NNC(=O)c1csc(N2CCOCC2)n1
    8.0%	-0.3%	i	-10.2%	-0.3%	3.4%	-17.2%	i	3.0%
> O=C(CCn1c(=O)sc2ccccc21)NCCCn1ccnc1
    -2.7%	-11.0%	-4.4%	-17.4%	-1.6%	7.7%	-8.3%	i	-7.3%
> O=C(CCCN1C(=O)/C(=C/c2ccc(F)cc2)SC1=S)NC1CCS(=O)(=O)C1 (configuration not stated)
    -27.9%	41.5%	-16.7%	11.3%	1.1%	-18.2%	1.7%	i	3.8%
> O=C(COC(=O)Cc1ccccc1F)Nc1ccc(Cl)cn1
    -1.1%	19.0%	-0.1%	1.9%	2.3%	-5.0%	1.7%	i	-0.2%
> COc1ccc(S(=O)(=O)N2CCOC2CNC(=O)C(=O)NCCc2ccccc2)cc1C (configuration not stated)
    ?	32.6%	-32.9%[inhibitor]	21.9%	-17.1%	-0.3%	6.1%	i	1.8%
> O=C(c1ccc(Cl)c(S(=O)(=O)N2CCOCC2)c1)N1CCN(c2ccccn2)CC1
    12.7%	9.0%	-9.6%	11.4%	-2.4%	5.5%	5.4%	i	-9.0%
> O=C(COC(=O)c1cc(=O)c2ccccc2o1)NC1CCCC1
    -4.5%	5.3%	i	-3.1%	-4.3%	0.8%	-24.2%	i	6.9%
> CCCCN(CC)C(=O)C1CCC(=O)N(c2ccc(OC)cc2)C1c1ccc(OC)c(OC)c1 (configuration not stated)
    4.2%	16.2%	i	13.8%	·	-9.0%	13.0%	i	-0.5%
> O=c1c2ccccc2cnn1Cc1ccc(Cl)c(Cl)c1
    10µM*	-2.7%	-90.2%[inhibitor]	-2.7%	-3.4%	12.1%	8.3%	i	11.9%
> Nc1c(C(=O)OCC(=O)Nc2ccc(OC(F)F)cc2)[nH]c(=O)[nH]c1=O
    -10.8%	-17.6%	i	15.4%	-8.2%	-17.3%	-1.8%	i	1.0%
> CN(c1ccc(C(=O)N2CCCCC2)cc1)S(=O)(=O)c1ccccc1
    ?	35.5%	i	-2.6%	0.5%	7.5%	-3.2%	i	?
> O=C(COC(=O)CCC(=O)c1ccc(Cl)cc1)NCc1ccc(F)cc1
    1.6%	3.4%	i	14.1µM*	1.8%	5.7%	-29.4%	i	2.2%
> Cc1ccc2c(c1)N(CC(=O)N1CCN(c3ccccc3)CC1)C(=O)C(C)O2 (configuration not stated)
    ?	17.8%	i	27.7%	-12.3%	18.6%	-5.1%	i	4.1%
> NC(=O)CC(NC(=O)c1cccc(Br)c1)c1ccc(NC2CCCCCCC2)c([N+](=O)[O-])c1 (configuration not stated)
    ?	34.9%	i	10.1%	-2.8%	0.4%	-1.8%	i	4.4%
> COc1ccccc1C(=O)N/C(=C\c1cn(S(=O)(=O)N(C)C)c2ccccc12)C(=O)N1CCCC1
    ?	11.7%	-6.0%	2.3%	1.5%	-3.9%	15.6%	i	-0.6%
> Cc1ccc(NC(=O)C2(C)CCN2C(C)C)cc1C (configuration not stated)
    -0.5%	17.0%	-15.1%	4.7%	·	6.4%	-12.8%	i	0.3%
> O=C(N/N=C\c1cccnc1)c1ccccc1O
    39.6%[activator]	8.2%	i	15.8%	0.7%	22.7%	-1.2%	i	-0.7%
> S=C1N(c2ccccc2)C(c2cccc3ccccc23)N2CCCN12 (configuration not stated)
    5.5%	-8.6%	-29.6%	13.9%	-1.5%	-11.6%	14.0%	i	-0.3%
> COc1cccc(C(c2ccccc2)N2C3CCC2CN(S(=O)(=O)c2ccc(F)cc2)CC3)c1 (configuration not stated)
    3.55µM*	12.7%	i	1.2%	0.8%	2.1%	12.9%	i	-8.9%
> Cc1ccc(C(=O)Nc2ccccc2F)cc1S(=O)(=O)N1CCOCC1
    6.7%	5.9%	i	18.0%	·	23.2%	-6.3%	·	·
> O=C1NC(Cc2ccc(O)cc2)c2nc3cc(Cl)ccc3c(=O)n2-c2ncccc21 (configuration not stated)
    -5.3%	27.8%	-48.0%[inhibitor]	0.0%	·	-10.8%	-5.3%	i	-22.4%
> CCOc1ccc2ccccc2c1/C=N/NC(=O)CNC(=O)C(c1ccccc1)c1ccccc1
    -19.9%	-7.4%	i	2.2%	2.2%	-11.9%	8.3%	i	-10.8%
> Fc1cccc(NC(=S)N2CCc3ccccc32)c1
    ?	27.4%	-32.0%[inhibitor]	14.1µM*	-1.5%	?	?	i	1.4%
> Cc1ccc2nc(-c3cccc(Br)c3)cc(C(=O)NC3=NCCS3)c2c1
    12.4%[7.66 µM]	31.2%	-24.6%	20µM*	?	0.5%[7.66 µM]	9.9%	i	-25.6%
> CC(OC(=O)c1ccco1)C(=O)Nc1ccc(C(F)(F)F)cc1 (configuration not stated)
    -15.3%	-9.0%	-12.7%	21.9%	2.6%	-4.6%	9.7%	i	-3.4%
> COc1ccc(C)cc1NC(=O)NNC(=O)C(C)Oc1ccc([N+](=O)[O-])cc1 (configuration not stated)
    ?	3.6%	-12.3%	2.0%	2.5%	0.9%	-8.8%	i	-1.8%
> CCN(CC)c1ccc([N+](=O)[O-])cc1C(=O)N1CCOCC1
    12.5%	-5.7%	i	-6.0%	-0.7%	?	-10.3%	i	0.0%
> Cc1[nH]nc(N=Cc2c(O)n(C)c(=O)n(C)c2=O)c1-c1ccccc1
    9.7%	20.2%	-8.7%[57.5 µM]	7.1%	0.0%	0.6%	-5.1%	i	-0.4%
> CCCOc1ccc(C(=O)CCCC(=O)c2ccc(OCCC)cc2)cc1
    8.7%	-8.6%	i	5.6%	-2.9%	1.0%	5.9%	i	6.9%
> COc1ccc(S(=O)(=O)N2CCOCC2)cc1NC(=O)COc1ccccc1OC
    4.2%	-16.8%	i	14.8%	-0.4%	-0.7%	-4.4%	i	-1.1%
> CCOC(=O)NC(CC(=O)O)c1ccc(OC)c(OC)c1 (configuration not stated)
    0.5%	-6.1%	i	2.1%	2.5%	5.3%	-8.7%	i	0.0%
> O=C(COc1ccc(Br)cc1CNC1CCCCC1)NCCc1ccccc1
    ?	16.4%	-12.6%	-11.5%	0.8%	-1.7%	-1.3%	i	-1.3%
> O=C(O)/C=C/C(=O)NCC1CCC(CNC(=O)/C=C/C(=O)O)CC1 (configuration not stated)
    5.9%	21.8%	-11.8%	-15.0%	0.6%	-7.0%	5.3%	i	-3.1%
> Cc1nn(CC(=O)Nc2ccccn2)c(=O)c2ccccc12
    -3.0%	-3.1%	i	-14.0%	-1.2%	16.9%	14.4%	i	-0.3%
> CC(=O)Nc1ccc2c(c1)C(=O)N(c1ccc(C)cc1)C2=O
    0.0%	14.2%	-6.2%[57.5 µM]	6.2%	-1.4%	5.2%	-0.6%	i	-0.1%
> CN(C)c1nc2c(c(=O)[nH]c(=O)n2C)n1Cc1ccccc1Br
    0.0%	18.8%	i	-12.1%	1.8%	0.3%	3.8%	i	-0.6%
> Cc1nn(Cc2ccccc2)c(C)c1C(=O)NCCN1C(=O)S/C(=C\c2ccc(F)cc2)C1=O
    18.7%	1.3%	-23.6%	2.0%	0.2%	11.0%	-6.7%	i	-7.0%
> CSc1nc(=O)n2cc(C)ccc2n1
    -8.3%	-13.6%	-15.5%	-6.4%	0.3%	0.3%	-8.0%	i	-2.7%
> COc1ccc(S(=O)(=O)NCC(c2ccc(N(C)C)cc2)N2CCc3ccccc32)cc1F (configuration not stated)
    ?	44.2%	-11.6%	-5.4%[9.22 µM]	·	-1.4%	-20.1%	·	·

Look-ups from the entries so far.
Mm-Cpn inhibitor, CCN(CC)c1ccc([N+](=O)[O-])cc1C(=O)N1CCOCC1 stands at -0.7%
GLP1R inv ag, Cc1ccc(C(=O)Nc2ccccc2F)cc1S(=O)(=O)N1CCOCC1 stands at 6.7%
FUS yeast rescue, S=C1N(c2ccccc2)C(c2cccc3ccccc23)N2CCCN12 (configuration not stated) stands at -8.6%
GLP1R cytotox, CC(OC(=O)c1ccco1)C(=O)Nc1ccc(C(F)(F)F)cc1 (configuration not stated) stands at -4.6%

Some of these compounds in order of count of non-hydrogen atoms, smallest number first.
Results follow in this order: GLP1R inv ag	FUS yeast rescue	PTHR1 ag	TDP43 rescue	Mm-Cpn inhibitor	GLP1R cytotox	Abeta yeast res	Akt phos inh	aSyn yeast inh
> CSc1nc(=O)n2cc(C)ccc2n1
    -8.3%	-13.6%	-15.5%	-6.4%	0.3%	0.3%	-8.0%	i	-2.7%
> S=C1N(c2ccccc2)C(c2cccc3ccccc23)N2CCCN12 (configuration not stated)
    5.5%	-8.6%	-29.6%	13.9%	-1.5%	-11.6%	14.0%	i	-0.3%
> COc1ccc(C)cc1NC(=O)NNC(=O)C(C)Oc1ccc([N+](=O)[O-])cc1 (configuration not stated)
    ?	3.6%	-12.3%	2.0%	2.5%	0.9%	-8.8%	i	-1.8%
